Pf apPOL block: Pf-apPOL DNA polymerase inhibition; Recombinant Pf-apPOL, molecular beacon fluorescence, 1.5 h; inhibition, % at 10 µM; hit rate 0.25% among 210,000
mHTT CaM bind: inhibitors of human mutant huntingtin-calmodulin interaction; inhibition, % at 15 µM; hit rate 3.6% among 190,000; AlphaScreen His-mHTT/GST-CaM binding, luminescence;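 also: 0% = both proteins with DMSO and 100% = one protein alone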
Numbers without * were called inactive; x = no result given; & = joins results of further samples. Rule as the data show it: active = inhibition above about 50%; inactive = the rest.

SMILES | Pf apPOL block | mHTT CaM bind
CCOCC(=O)NCC1CC(=O)N(c2ccc(Cl)cc2)C1 (configuration not stated) | -8.7 | -22.0
O=C(c1ccco1)N1CCN(Cc2ccncc2)CC1 | -3.4 | -4.2
COc1ccc(-n2nc3c(c2NC(C)=O)CSC3)cc1 | -3.2 | 20.0
N#CCSc1ncccc1C(F)(F)F | 2.1 | x
COc1ccc(NC(=O)C2CCCN(c3ncnc4c3nc3n4CCCCC3)C2)cc1 (configuration not stated) | 2.4 | 6.7
COc1cc2c(cc1OC)C(C(=O)N1CCCCC1)C(c1ccccc1F)N(C)C2=O (configuration not stated) | 4.6 | -3.0
Cc1cccc(CN2CCSCCS2(=O)=O)c1 | -1.0 | -10.4
CC(Sc1cn(CCNC(=O)c2cccs2)c2ccccc12)c1ccccc1 (configuration not stated) | 1.5 | 3.0
O=S(=O)(c1ccccc1)N1CCN(S(=O)(=O)c2ccc(Cl)cc2)CC1 | -6.4 | -3.8
O=C(C1=CN(c2ccccc2F)c2cc(Cl)ccc2S1(=O)=O)N1CCCC1 | -0.1 | -1.6
CCOc1ccc(C(O)CN2CCN(c3ccccn3)CC2)cc1Cl (configuration not stated) | 4.4 | 0.1
O=C(NC1CCCC(O)C1)C1c2ccccc2Oc2ccccc21 (configuration not stated) | -5.6 | -10.2
Cc1ccc(Cn2nc(C)c(NC(=O)c3noc4c3CCCCC4)c2C)cc1 | -0.6 | 15.3
NC(=O)c1cc(-c2ccccc2)sc1NC(=O)c1cccs1 | 3.6 | 8.8
CC(C)C(C(=O)NC(C)(C)C)N1C(=O)c2ccccc2C1=O (configuration not stated) | -2.4 | -1.1
Cc1onc(-c2ccccc2)c1N1C(=O)CCN(C(C)C)C1=O | -9.9 | x
Cc1c(F)cccc1NC(=O)c1ccc2c(c1)N(S(C)(=O)=O)CC2 | 1.8 | 0.2
CN(C)CCN(C)C1CN(Cc2ccc([N+](=O)[O-])cc2)S(=O)(=O)C1 (configuration not stated) | -2.3 | 4.2
COc1cccc(N2[C@@H](CC(=O)O)c3ccc(/C=C/C(=O)O)cc3S2(=O)=O)c1 | 6.8 | -5.8
C=CCN(C)C(=O)c1cc2cccc3c2n1CCS3 | -3.4 | -5.8
COCC(=O)N1CCC(OCc2nc(-c3cccnc3)no2)CC1 | -3.9 | 3.0
COc1ccc(OC)c(C2C(C(=O)Nc3ccccc3F)=C(C)NC3=C2C(=O)CC(C)(C)C3)c1 (configuration not stated) | -17.2 | 3.0
Cc1sc2nc(SCC(N)=O)n(-c3ccc(Cl)c(Cl)c3)c(=O)c2c1C | 0.9 | 0.2
Cc1nnc(CNC(=O)CN2CCN(c3ccccc3)C2=O)o1 | -9.7 | -15.3
CC(C)C(NS(=O)(=O)c1cccs1)C(=O)Nc1ccc(F)c(F)c1 (configuration not stated) | -6.0 | -6.0

Following part
SMILES | Pf apPOL block | mHTT CaM bind
CSc1c(C#N)c(-c2cccs2)nn1CNC(=O)Nc1ccccc1C(F)(F)F | -16.1 | x
O=C(CCCOc1ccc(Cl)cc1)N1CCCCC1 | -17.5 | -9.2
CCC(=O)N1CCN(c2ccc3c(c2)CCC3)C(=O)C1C (configuration not stated) | -3.7 | -5.9
Cc1cccc2c(=O)n(C3CCN(S(=O)(=O)c4ccc(F)c(F)c4)CC3)cnc12 | 1.0 | -6.7
CCOc1ccc(-c2noc(Cn3ccnc3)n2)cc1 | -2.3 | 8.7
O=S(=O)(c1cc(F)ccc1F)N1CCc2nc(-c3ccc(F)cc3)ncc2C1 | 4.0 | -8.3
O=C(CCS(=O)(=O)Cc1ccc(Cl)cc1)NCC1CCCO1 (configuration not stated) | -13.1 | -4.0
Nc1n[nH]c(-c2ccc(Cl)cc2)n1 | -3.4&-1.1 | -1.9&-4.4
CC1(C)C(=O)OC(c2ccc([N+](=O)[O-])cc2)C2(CCCCC2)C1=O (configuration not stated) | -3.4 | 4.0
CCn1c2ccccc2c2nnc(SCC(=O)Nc3cc(C)ccn3)nc21 | -6.4 | 3.0
CC(C)(C)c1ccc(C(=O)C(C#N)=Cc2ccccc2Cl)cc1 | -0.5 | x
CCOc1ccc(N2C=C(C(=O)N3CCCC3)S(=O)(=O)c3ccccc32)cc1 | -1.3 | 5.2
O=C(c1cc2cc(Br)ccc2oc1=O)N1CCSC1c1ccc([N+](=O)[O-])cc1 (configuration not stated) | 1.0 | 12.0
CC1Cc2ccccc2N1S(=O)(=O)c1ccc2c(c1)CCN2C(=O)C1CC1 (configuration not stated) | -5.8 | -6.0
Cc1cc(OCC(=O)Nc2ccccc2[N+](=O)[O-])ccc1C(C)C | 1.1 | 0.7
CCOc1ccc2nc(SCc3c[nH]c4cc([N+](=O)[O-])ccc34)sc2c1 | -0.5 | 18.0
O=C(NNc1ccccc1C(F)(F)F)c1sccc1Br | -1.4 | x
COc1cc(C(=O)Nc2ccc(-n3nncc3-c3ccccc3)cc2)cc(OC)c1OC | -2.7 | 46.0
CCn1ccnc1C(O)c1ccc(OCc2ccccc2)cc1 (configuration not stated) | -8.0 | 10.3
COc1ccccc1NC1=C(n2nnc3ccccc32)C(=O)c2ccccc2C1=O | -2.7 | 41.0
Cc1onc(-c2ccccc2)c1C=C1C(=O)Nc2ccccc21 | 0.5 | x
CC1C(O)CC(c2ccc(Cl)cc2)NC1c1ccc(Cl)cc1 (configuration not stated) | -98.0 | 5.0
N#CC(=CNc1cnccn1)C(=O)c1cccs1 | 2.9 | x
C#CCNC(=O)C1CC(=O)N(c2ccccc2)C1 (configuration not stated) | -3.8 | -3.2
Cc1noc(C)c1CC(=O)N1CCN(c2ncnc3c2CCC3)CC1 | -4.0 | -4.0

Continuation.
SMILES | Pf apPOL block | mHTT CaM bind
O=C(CSc1cc(-c2ccccc2)ncn1)Nc1ccc2c(c1)OCCO2 | -12.1 | -14.6
Cc1ccc(SCC(=O)Nc2ccc3scnc3c2)cc1 | -2.7 | -7.8
O=C1N(c2ccc(Cl)cc2)C2CS(=O)(=O)CC2N1c1ccccc1Cl (configuration not stated) | -1.8 | -6.0
CC(=O)c1cccc(N=C(N)N)c1 | -0.6 | -2.2
Cc1ccc(N(Cc2ccc(C(=O)O)cc2)S(C)(=O)=O)cc1C | -0.4 | -0.2
N=C1S/C(=C\c2ccc(-c3ccc4c(c3)COC4=O)o2)C(=O)N1c1nccs1 | -7.3 | 41.0
Cc1ccc2c(C(=O)O)cc(-c3ccccc3)nc2c1 | 8.1 | x
Cc1nc2cccnc2n1C1CCN(C(=O)C2CCCCC2)C1 (configuration not stated) | -1.9 | 4.2
CCOc1ccccc1N1CCN(S(=O)(=O)c2ccc(NC(C)=O)cc2)CC1 | -4.4 | 12.6
Cc1ccc(CN2CCCn3nc(C(=O)NCCC(C)C)cc3C2=O)cc1 | -2.6 | 8.1
O=c1cc(CN2CCSCC2)ccn1CC1CC1 | 5.3 | -10.0
CCC(Sc1nncn1C)C(=O)Nc1ccc([N+](=O)[O-])cc1 (configuration not stated) | -3.2 | -5.6
CCOC(CNC(=O)c1ccc2c(c1)nc(C)n2-c1cc(C)ccc1OC)OCC | -0.8 | 17.0
NS(=O)(=O)c1ccc(CCNC(=O)c2nnn3c2COC(c2ccc(F)cc2)C3)cc1 (configuration not stated) | -0.7 | 8.2
CN1CCN(S(=O)(=O)c2ccc(Cl)c3ccccc23)CC1 | 2.3 | -16.4
Cc1cc(C)cc(NC(=O)CSc2nc3c(c(=O)n2Cc2ccccc2)SC(C)C3)c1 (configuration not stated) | 7.9 | 14.0
Cc1ccc(-c2cc(C(F)(F)F)nc(SC3CC(=O)C4OCC3O4)n2)cc1 (configuration not stated) | -2.0 | 15.0
COc1cccc(OC)c1OCCCN1CCCC(C)C1 (configuration not stated) | -0.3 | 2.1
CCOc1ccccc1C1N(c2ccc(F)cc2)C(=O)C2CCCN21 (configuration not stated) | -1.3 | 1.1
CC(NS(=O)(=O)c1ccccc1)C1CC2CCC1C2 (configuration not stated) | 0.1 | -5.1
CCC(C)NS(=O)(=O)c1ccc(F)c(C(=O)Nc2ccc(C)c(Cl)c2)c1 (configuration not stated) | -5.4 | 11.0
CCOC(=O)C(=CNNc1ccnc2cc(Cl)ccc12)C(=O)OCC | -7.2 | x
Cc1c(C)c(C)c(C(=O)c2ccc([N+](=O)[O-])cc2)c(C)c1C | -9.7&0.2 | x
C=CCSc1ncc2c(=S)[nH]c(=S)[nH]c2n1 | 40.8 | x
CCOc1nn(CC)cc1C(=O)NCc1cccs1 | -17.0 | -20.5

Later entries:
SMILES | Pf apPOL block | mHTT CaM bind
CC(=O)c1ccc(NC(=O)C2Oc3ccccc3NC2=O)cc1 (configuration not stated) | -3.8 | 31.5
COc1ccc(NC(=O)CSc2cn(Cc3ccc(F)cc3)c3ccccc23)c(OC)c1 | -1.1 | 23.0
CS(=O)(=O)Nc1ccc(C2(C(=O)NCC3CC3)CCCCC2)cc1 | -2.8 | 6.7
CSc1ccc(CCN2C(=O)CCC2(C)C(=O)NC2CCCC2)cc1 (configuration not stated) | -2.0 | -5.5
O=C(NCc1cnccn1)c1ccc(N2CCNC(c3ccccc3)C2)nc1 (configuration not stated) | -9.1 | 28.7
COc1ccc(-n2c(CN3CCN(C(=O)NC(C)(C)C)CC3)nc3cccnc32)cc1 | -1.6 | 2.5
CC1(C)C2([N+](=O)[O-])CN3CC1([N+](=O)[O-])CN(C2)C3c1ccccc1F (configuration not stated) | -3.9 | -3.0
CCCc1cc(C(=O)N2CCCC2c2c(C)noc2CC)no1 (configuration not stated) | 4.1 | -4.7
Cc1nc(C)n(CC(=O)Nc2ccccc2F)c(=O)c1C | -0.4 | -9.1
O=C(NCc1cccc(F)c1)c1ccc(-c2cccnc2)nc1 | -1.8 | -0.1
Cc1ccc2sc(N(CCCn3ccnc3)C(=O)c3ccc4c(c3)OCCO4)nc2c1C | -5.7 | 58.4*
CCOc1ccc2c(c1)OC(=Cc1ccco1)C2=O | 0.7 | 2.2
CCOc1ccc(-n2c(SCC(=O)Nc3nnc(C)s3)nc3c(c2=O)SCC3)cc1 | -0.4 | -7.0
C=CCNC(=O)C1CC(=O)N(c2ccc(C)cc2)C1 (configuration not stated) | -1.1&-1.9 | -14.8&-0.2
O=C1OC(c2ccccc2F)=N/C1=C\c1ccc(Cl)cc1 | -6.0 | 2.0
NC(N)=NS(=O)(=O)c1ccc(N)cc1 | x | -3.6
O=c1oc2ccc(Br)cc2cc1-c1ccc2c(c1)OCCO2 | 2.8 | -30.0
O=C(c1cccc(Cl)c1)N1CCCN(Cc2nc3cc(Cl)ccc3o2)CC1 | -1.2 | 18.2
Cc1ccccc1C(=O)Nc1cc(C)c2c(=O)oc3ccccc3c2n1 | -15.8 | 1.0
N=c1c(C(N)=O)cc2c(=O)n3ccccc3nc2n1CCc1ccccc1 | -0.6 | 6.0
Cc1ccc(N2CCN(C(=O)c3ccc(F)cc3)C(C)C2=O)cc1Cl (configuration not stated) | -3.5 | -0.6
COc1ccc(/C=C/S(=O)(=O)NCC(C)C)c(CNC(=O)OC(C)(C)C)c1 | -6.9 | -3.9
COc1cccc(C(O)CN2CCN(c3ccc(C)cc3)CC2)c1 (configuration not stated) | 7.6 | 5.7
CCOc1ccc(NC(=O)N2CCC3(CC2)NC(=O)c2cc(F)ccc2N3C)cc1 | -2.5 | -4.4

Gathered by group, the entries above with an aryl thioether with sulfur outside any ring.
SMILES | Pf apPOL block | mHTT CaM bind
N#CCSc1ncccc1C(F)(F)F | 2.1 | x
CC(Sc1cn(CCNC(=O)c2cccs2)c2ccccc12)c1ccccc1 (configuration not stated) | 1.5 | 3.0
Cc1sc2nc(SCC(N)=O)n(-c3ccc(Cl)c(Cl)c3)c(=O)c2c1C | 0.9 | 0.2
CSc1c(C#N)c(-c2cccs2)nn1CNC(=O)Nc1ccccc1C(F)(F)F | -16.1 | x
CCn1c2ccccc2c2nnc(SCC(=O)Nc3cc(C)ccn3)nc21 | -6.4 | 3.0
CCOc1ccc2nc(SCc3c[nH]c4cc([N+](=O)[O-])ccc34)sc2c1 | -0.5 | 18.0
O=C(CSc1cc(-c2ccccc2)ncn1)Nc1ccc2c(c1)OCCO2 | -12.1 | -14.6
Cc1ccc(SCC(=O)Nc2ccc3scnc3c2)cc1 | -2.7 | -7.8
CCC(Sc1nncn1C)C(=O)Nc1ccc([N+](=O)[O-])cc1 (configuration not stated) | -3.2 | -5.6
Cc1cc(C)cc(NC(=O)CSc2nc3c(c(=O)n2Cc2ccccc2)SC(C)C3)c1 (configuration not stated) | 7.9 | 14.0
Cc1ccc(-c2cc(C(F)(F)F)nc(SC3CC(=O)C4OCC3O4)n2)cc1 (configuration not stated) | -2.0 | 15.0
C=CCSc1ncc2c(=S)[nH]c(=S)[nH]c2n1 | 40.8 | x
COc1ccc(NC(=O)CSc2cn(Cc3ccc(F)cc3)c3ccccc23)c(OC)c1 | -1.1 | 23.0
CSc1ccc(CCN2C(=O)CCC2(C)C(=O)NC2CCCC2)cc1 (configuration not stated) | -2.0 | -5.5
CCOc1ccc(-n2c(SCC(=O)Nc3nnc(C)s3)nc3c(c2=O)SCC3)cc1 | -0.4 | -7.0
